# AMA1 RON2 block – qHTS for Inhibitors of AMA1-RON; Towards Development of Antimalarial Drug Lead: Primary Screen; 0.2% of 360,000 active; Potency, µM (top dose mostly 58.2 µM), for inactives: at the top dose activity change, negative = inhibition, usual class: inhibitors; Plasmodium falciparum AMA1 (3D7) - RON2 peptide interaction; AlphaScreen AMA1-biotinylated RON2 peptide binding; active means well fitted inhibition curve with a large enough effect; inconclusive means small, poorly fitted or top-dose-only effect; inactive means no such curve, though single readings can be large or run the other way;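 further: potency means the concentration at half of the fitted maximal effect; 0% = vehicle wells and -100% = peptide control; nearly all actives have a fitted effect of over 45% in size; some results filed as inactive show a strong effect at the top dose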
#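 AMA1 (3D7) with his tag at 25 nM final met compounds first, then biotinylated RON2 peptide at 25 nM; detection used donor plus acceptor beads, 10 µg/mL apiece, read by AlphaScreen after 30 min at room temperature.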
# HCMV inh – qHTS Assay for inhibitors of the human cytomegalovirus (HCMV). HFF cells, HCMV-luciferase reporter, 72 h; hits give low values. activity change, negative = inhibition, % at 57.5 µM. 4.5% of 410,000 active. AID 1259415, 2018; in the data active means activity change below about -60%; inconclusive means no clear call, values can overlap the other calls; inactive means above about -39%
#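 Two-dose cell screen: HFF monolayers treated with compounds and infected with luciferase-expressing HCMV at 1 PFU/cell, 72 h at 37C, then lysed for luciferase measurement.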
# Active calls of the source: *; ? = inconclusive; [ ] = dose if it differs, or a comment. Unless noted, on the % scale 0 is the no-effect control and ±100 the full control effect. This is a subset; count on the stated rates, not on these rows.
SMILES,AMA1 RON2 block,HCMV inh
COc1ccc(C(=O)C(=O)N2CCC(c3ccccc3)CC2)cn1,-1%,2
O=c1c(-c2cccs2)nc2ccccc2n1C(CCc1ccccc1)c1nc2ccccc2[nH]1 (stereo not drawn),5%,-17
O=C(NC1CCCCC1)C(c1ccncc1)n1c(=O)c(-c2ccccc2)nc2ccccc21 (stereo not drawn),-6%,23
CCOC(=O)[C@]12CCCC=C1N(CCC1=CCCCC1)C(=O)[C@H](CC(=O)NCC13CC4CC(CC(C4)C1)C3)C2,-9%,-26
CCOC(=O)C1=CCC(c2cc3ccc(OC)cc3n2C(=O)OC(C)(C)C)NC1 (stereo not drawn),-14%,14
COc1ccc(NC(=O)C(c2ccc(OC)cc2)n2c(=O)c(-c3cc4ccccc4[nH]3)nc3ccccc32)cc1 (stereo not drawn),52%[activator],53
O=P1(NCCCl)OCCC(OO)N1CCCl (stereo not drawn),67%[activator],-6
COC(=O)[C@@]12C[C@@H](CC(=O)NCCc3ccccc3OC)C(=O)N(Cc3ccccc3)C1=CCC(C)(C)C2,-20%,-14
O=C(NC1CCCC1)C(c1ccco1)N1CCN(c2c(Cl)cncc2Cl)CC1 (stereo not drawn),-7%,-12
CN(C)CC(=O)N[C@@H]1CC[C@@H](CCNS(=O)(=O)c2ccccc2)O[C@@H]1CO,10%,?
COC(=O)[C@@]12C[C@@H](CC(=O)NCCCCc3ccccc3)C(=O)N(Cc3ccccc3)C1=CCC(C)(C)C2,-12%,?
CCNC(=O)C[C@@H]1C=C[C@@H](NS(=O)(=O)c2ccc(F)cc2)[C@@H](CO)O1,-3%,-12
CCOC(=O)[C@]12CCCC=C1N(CCC1=CCCCC1)C(=O)[C@H](CC(=O)NCc1ccc(OC)c(OC)c1)C2,-22%,77
COc1ccc(C(C(=O)NCc2ccccc2)n2c(-c3ccccn3)nc3ccccc32)cc1 (stereo not drawn),2%,-20
CCCCNC(=O)C1C(c2ccccc2)=Nc2ccccc2N1C(=O)c1ccc(C)cc1 (stereo not drawn),3%,-12
O=C(NCc1ccccc1)C(c1ccc(F)cc1)N1CCN(CCN2CCOCC2)CC1 (stereo not drawn),-8%,60
Cc1ccc(S(=O)(=O)N2[C@H](CC(=O)OCc3ccccc3)OC[C@@H]2C)cc1,6%,-7
COC1=CC(=O)OC(c2ccc(C(F)(F)F)cc2)C1 (stereo not drawn),-9%,-13
COC(=O)C1(C(=O)OC)C[C@H](/C=C/c2ccccc2)N(Cc2ccccc2OC)[C@@H]1c1ccccc1,14%,-38
COc1cc2c(cc1OCc1ccccc1)/C(=C/C(=O)OCc1ccccc1)OC2,-1%,-1
Cc1ccccc1S(=O)(=O)NCC[C@@H]1CC[C@@H](NC(=O)C2CCCC2)[C@@H](CO)O1,0%,-19
COCC(=O)N[C@H]1CC[C@@H](CC(=O)OC)O[C@@H]1CO,-4%,-1
CC(C)NC(=O)C1(C)CN(S(C)(=O)=O)CC(=O)N1C1CCCCCC1 (stereo not drawn),-1%,-2
COC(=O)[C@@]12C[C@@H](CC(=O)N3CCN(C(=O)C4CC4)CC3)C(=O)N(Cc3cccc4ccccc34)C1=CCC(C)(C)C2,-17%,15
COc1ccc(C(C(=O)Nc2ccc(F)cc2)N2CCN(CC(=O)N3CCCC3)CC2)cc1 (stereo not drawn),9%,-6
COC(=O)C[C@H]1C=C[C@@H](NC(=O)c2ccncc2)[C@@H](CO)O1,-6%,-14
C#CCn1c2ccccc2c(=O)n1CCOc1ccccc1OC,0%,10
N#Cc1cccnc1N1CCN(C(C(=O)NC2CCCC2)c2ccco2)CC1 (stereo not drawn),0%,12
Cc1ccc(S(=O)(=O)N2[C@H](CC(=O)OCc3ccccc3)OC[C@@H]2C(C)C)cc1,7%,-4
CCOC(=O)CC1(C)Oc2cc(Cl)ccc2N1S(=O)(=O)c1ccc(C)cc1 (stereo not drawn),4%,-70*
CC1=C(C(=O)N2CCCCCC2)CC(CC(=O)NC2CCCCC2)C(=O)N1Cc1ccc(F)cc1 (stereo not drawn),4%,?
COC(=O)C1=CN(c2ccc(Oc3ccccc3)cc2)C(N)=C(C#N)C1c1cccc(OC)c1OC (stereo not drawn),21%,109
O=C(NC1CCCC1)C(C1CC1)n1c(-c2ccccn2)nc2ccccc21 (stereo not drawn),5%,-2
CC(C)c1cc(Cn2c3ccccc3c(=O)n2C(C)Cn2cc(-c3ccc(C(C)(C)C)cc3)nn2)on1 (stereo not drawn),-9%,-33
Cc1ccc(OCc2nc3ccccc3n2C(C)C(=O)Nc2c(C)cccc2C)cc1 (stereo not drawn),3%,29
c1ccc2c[n+](CCCCCCCCCC[n+]3ccc4ccccc4c3)ccc2c1,-9%,-81*
Cc1cc(NC(=O)OC(C)(C)C)c(-n2nnnc2C(C(=O)c2ccc3c(c2)OCO3)N2CCN(c3ccccn3)CC2)cc1C (stereo not drawn),23%,-14
O=C(Nc1ccc2c(c1)OCCO2)C(c1ccncc1)n1c(=O)c(-c2cc3ccccc3[nH]2)nc2ccccc21 (stereo not drawn),35%[activator],48
O=C(NC1CCCCC1)C(C1CC1)n1c(=O)c(-c2ccccc2)nc2ccccc21 (stereo not drawn),2%,-13
CCOC(=O)[C@]12CCCC=C1N(CCc1ccc(OC)c(OC)c1)C(=O)[C@H](CC(=O)NCc1ccc(C)o1)C2,-11%,-1
Cc1ccc(S(=O)(=O)N2[C@H](CC(=O)c3cccs3)OC[C@@H]2C)cc1,1%,7
O=C(Nc1cc(Cl)cc(Cl)c1)N[C@@H]1CC[C@@H](CCNS(=O)(=O)c2cccc(F)c2)O[C@@H]1CO,12%,-13
O=C(C[C@H]1CC[C@@H](NC(=O)Cc2cccnc2)[C@@H](CO)O1)NCc1ccc2c(c1)OCO2,1%,-38
Nc1c(-c2ccc(C(F)(F)F)cc2)nc2ncccn12,16%,-17
O=C(NCc1ccc2c(c1)OCO2)OCc1ccccc1,0%,61
COC(=O)C1=CN(c2ccc(F)cc2)C(N)=C(C#N)C1c1cccc(F)c1 (stereo not drawn),19%,20
Cc1cccc(C)c1NC(=O)C1(C)CSCC(=O)N1CCc1c[nH]c2ccccc12 (stereo not drawn),-17%,28
Nc1ccn(C2C=CC(CO)O2)c(=O)n1 (stereo not drawn),5%,6
CSCCC(C(=O)NCc1ccccc1)n1c(-c2ccc3c(c2)CCO3)nc2ccccc21 (stereo not drawn),-10%,-13
c1ccc(-c2nc3ccccc3n2C(c2ccccc2)c2nc3ccccc3[nH]2)cc1 (stereo not drawn),32%[activator],57
# Other results follow:
SMILES,AMA1 RON2 block,HCMV inh
CO[C@H]1CN(C)C(=O)c2cc(NS(=O)(=O)c3ccccc3)ccc2OC[C@@H](C)N(Cc2ccccn2)C[C@@H]1C,55%[activator],-13
COc1ccc(C2=Nc3ccccc3N(C(=O)c3ccc4ncccc4c3)C2C(=O)NC(C)(C)C)cc1 (stereo not drawn),-11%,199
CCOC(=O)N1CCN(C(=O)C[C@@H]2C[C@@]3(C(=O)OC)CC(C)(C)CC=C3N(CCc3ccc(OC)c(OC)c3)C2=O)CC1,-3%,1
COC(C(=O)Nc1ccc(F)c(F)c1)c1ccccc1 (stereo not drawn),3%,7
Cc1cccc(C)c1N1C(=O)c2ccccc2NC(=O)C1C(=O)Nc1ccc2c(c1)OCCO2 (stereo not drawn),-4%,30
COC(=O)C[C@H]1CC[C@@H](NC(=O)c2ccncc2)[C@@H](CO)O1,1%,-18
O=C(NCc1ccccc1)C1C(c2ccc3c(c2)OCO3)=Nc2ccccc2N1C(=O)c1cccc(C(F)(F)F)c1 (stereo not drawn),-4%,23
CC1(C(=O)NCc2ccccc2)CN(S(C)(=O)=O)CC(=O)N1C1CCN(Cc2ccccc2)CC1 (stereo not drawn),0%,-17
Cc1cccc(C)c1NC(=O)C1(C)CN(S(C)(=O)=O)CC(=O)N1CCCn1ccnc1 (stereo not drawn),0%,62
COc1cc2c(cc1OC)/C(=C/C(C)=O)OC2,-4%,20
O=C(NC1CCCC1)C(c1ccccc1)n1c(CSCCOc2ccccc2)nc2ccccc21 (stereo not drawn),6%,-34
Cc1cccc(C)c1N1C(=O)c2ccccc2NC(=O)C1C(=O)NCC(C)C (stereo not drawn),12%,?
CC1(C(=O)NCc2ccccc2)CN(S(C)(=O)=O)CC(=O)N1CCc1ccccc1F (stereo not drawn),4%,-9
Cc1cccc(C)c1NC(=O)C(CCc1ccccc1)n1c(=O)c(-c2ccccc2)nc2ccccc21 (stereo not drawn),14%,60
CC(C)(C)NC(=O)C(c1ccc(C#N)cc1)n1c(=O)c(-c2cc3ccccc3[nH]2)nc2ccccc21 (stereo not drawn),41%[activator],5
CCOC(=O)[C@]12CCCC=C1N(Cc1ccccc1)C(=O)[C@H](CC(=O)NCCCN1CCCC1=O)C2,-4%,-5
COc1ccc(C(C(=O)Nc2ccc(F)cc2)N2CCN(c3ccncc3)CC2)cc1 (stereo not drawn),6%,0
CN(CCc1ccccc1)C(C(=O)c1ccc2c(c1)OCO2)c1nnnn1-c1ccccc1NC(=O)OC(C)(C)C (stereo not drawn),14%,-14
CC1(C(=O)NCc2ccccc2)CSCC(=O)N1Cc1ccco1 (stereo not drawn),-2%,1
O=C(Nc1ccc2c(c1)OCCO2)C(C1CC1)n1c(=O)c(-c2ccco2)nc2ccccc21 (stereo not drawn),-9%,48
O=C(NC1CCCCC1)C(c1cccc2ccccc12)n1c(=O)c(-c2cc3ccccc3[nH]2)nc2ccccc21 (stereo not drawn),55%[activator],2
Cc1ccc(-c2nc3ccccc3n2C(C)C(=O)NC(C)(C)C)cc1 (stereo not drawn),4%,46
Cc1cccc(C)c1NC(=O)C(c1ccncc1)N1CCN(CCN(C)C)CC1 (stereo not drawn),-1%,-22
Cc1nc2ccccc2n1C(c1cccnc1)c1nc2ccccc2[nH]1 (stereo not drawn),3%,-79*
COC(=O)[C@@]12C[C@@H](CC(=O)NCC34CC5CC(CC(C5)C3)C4)C(=O)N(Cc3ccco3)C1=CCC(C)(C)C2,-22%,-34
O=c1cccc(-c2cccc3ccccc23)o1,-2%,1
Cc1ccc(-c2nc3ccccc3n2C(C(=O)NC(C)(C)C)C2CC2)cc1 (stereo not drawn),-3%,9
COc1ccc(N2CCN(C3C(=O)Nc4ccccc4-n4nnnc43)CC2)cc1 (stereo not drawn),-9%,7
COC(=O)[C@@]12C[C@@H](CC(=O)N3CCCCC3)C(=O)N(Cc3ccccc3)C1=CCC(C)(C)C2,-10%,?
O=C(C[C@@H]1C=C[C@H](NC(=O)Cc2ccccn2)[C@@H](CO)O1)NCCc1ccccc1,2%,-7
Cc1ccc2c(C)nc(Nc3ncc4c(n3)CCCC4=O)nc2c1,8%,0
COCCN1C(=O)CSCC1(C)C(=O)Nc1c(C)cccc1C (stereo not drawn),2%,-20
CCCCCCCCN1C(=O)[C@H](CC(=O)NCCC(C)C)C[C@@]2(C(=O)OCC)CCC=C12,-10%,-25
O=C(C(=O)N1CCN(CCN2CCOCC2)CC1)c1ccccc1,5%,36
O=c1cccc(-c2ccc3ccccc3c2)o1,-1%,34
COC(=O)C(C(=O)OC)c1ccccc1CNS(=O)(=O)c1ccc(C)cc1,3%,-13
COC(=O)/C=C1\OCc2cc(OCc3ccccc3)ccc21,11%,-11
C[C@@]12CC[C@@H](C3=C(CCC3)C1)N2c1ccccc1,5%,4
COC(=O)[C@@]12C[C@@H](CC(=O)NCC3CCCCC3)C(=O)N(Cc3cccc4ccccc34)C1=CCC(C)(C)C2,-7%,9
O=C(C[C@@H]1C=C[C@H](NS(=O)(=O)c2ccccc2F)[C@@H](CO)O1)NCCCN1CCOCC1,6%,?
COc1ccccc1OCCn1nc2ccccc2c1OC,-12%,-8

# Structures shown so far with fluorine:
SMILES,AMA1 RON2 block,HCMV inh
CCNC(=O)C[C@@H]1C=C[C@@H](NS(=O)(=O)c2ccc(F)cc2)[C@@H](CO)O1,-3%,-12
O=C(NCc1ccccc1)C(c1ccc(F)cc1)N1CCN(CCN2CCOCC2)CC1 (stereo not drawn),-8%,60
COC1=CC(=O)OC(c2ccc(C(F)(F)F)cc2)C1 (stereo not drawn),-9%,-13
COc1ccc(C(C(=O)Nc2ccc(F)cc2)N2CCN(CC(=O)N3CCCC3)CC2)cc1 (stereo not drawn),9%,-6
CC1=C(C(=O)N2CCCCCC2)CC(CC(=O)NC2CCCCC2)C(=O)N1Cc1ccc(F)cc1 (stereo not drawn),4%,?
O=C(Nc1cc(Cl)cc(Cl)c1)N[C@@H]1CC[C@@H](CCNS(=O)(=O)c2cccc(F)c2)O[C@@H]1CO,12%,-13
Nc1c(-c2ccc(C(F)(F)F)cc2)nc2ncccn12,16%,-17
COC(=O)C1=CN(c2ccc(F)cc2)C(N)=C(C#N)C1c1cccc(F)c1 (stereo not drawn),19%,20
COC(C(=O)Nc1ccc(F)c(F)c1)c1ccccc1 (stereo not drawn),3%,7
O=C(NCc1ccccc1)C1C(c2ccc3c(c2)OCO3)=Nc2ccccc2N1C(=O)c1cccc(C(F)(F)F)c1 (stereo not drawn),-4%,23
CC1(C(=O)NCc2ccccc2)CN(S(C)(=O)=O)CC(=O)N1CCc1ccccc1F (stereo not drawn),4%,-9
COc1ccc(C(C(=O)Nc2ccc(F)cc2)N2CCN(c3ccncc3)CC2)cc1 (stereo not drawn),6%,0
O=C(C[C@@H]1C=C[C@H](NS(=O)(=O)c2ccccc2F)[C@@H](CO)O1)NCCCN1CCOCC1,6%,?
